Compound activity deposited in PubChem by Sanford-Burnham Center for Chemical Genomics.
697 NFkB inh: inhibitors of the PMA/ionomycin-induced NF-kB reporter in 697 B cells; 697 B-cell NF-kB luciferase reporter, 16 h; inhibition, % at 4 µM; 0.33% of 330,000 active; AID 435022; in the data active means inhibition above about 35%
Jurkat NFkB inh: lowers PMA/ionomycin-induced NF-kB signal in Jurkat cells; 0.53% of 330,000 active; PMA/ionomycin-induced NF-kB luciferase reporter, luminescence; AID 435003; inhibition, % at 4 µM
CCR6 antagonist: CCR6 (human) receptor antagonism; inhibition, % at 20 µM; P51684; 0.49% of 340,000 active; CHO-K1 CCR6 PathHunter beta-arrestin, luminescence, CCL20-stimulated;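 active means compounds whose inhibition of the agonist-driven luminescence signal at 20 µM reaches about 50%, limit read from the data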;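 further: cells stimulated with CCL20 at 14 nM final; plate controls were DMSO with CCL20 for no effect and DMSO without agonist for full effect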
EBI2 antag: blocks human EBI2 receptor beta-arrestin signaling; P32249; EBI2 beta-arrestin recruitment, luminescence, 7a,25-OHC stimulated; inhibition, % at 5 µM; 0.81% of 360,000 active; AID 651636; in the data active means inhibition above about 38%;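 further: enzyme fragment complementation signal reports receptor beta-arrestin coupling in cells; 0% = agonist plus DMSO wells and 100% = wells without agonist; some results beyond the cut were filed as inactive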
SENP8 block: SENP8 protease inhibition | Q96LD8 | purified SENP8, Z-RLRGG-aminoluciferin cleavage, luminescence | inhibition, % at 10 µM | 1.2% of 330,000 active | AID 2540
Gli-Sufu antag: Gli-Sufu pathway antagonism. AID 588413. inhibition, % at 5 µM. Sufu-KO-LIGHT fibroblasts, Gli luciferase reporter luminescence. 0.74% of 340,000 active;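 active means inhibition above about 55%, limit read from the data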;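 further: 0% = DMSO-treated cells and 100% = wells with medium but no cells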
UBC13 inh: inhibitors of human UBC13 polyubiquitin chain formation; TR-FRET; inhibition, % at 20 µM; P61088; AID 485273; 0.47% of 330,000 active; in the data active means inhibition above about 45%, passing the limit was not always enough
Apaf-1 inh: inhibitors of human Apaf-1 apoptosome; AID 489030; reconstituted apoptosome caspase-3 activity, DEVD-Rh110 fluorescence; 0.71% of 330,000 active; inhibition, % at 20 µM; O14727; active means inhibition of at least 40% at 20 µM;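 further: plate controls were DMSO wells for no effect and DEVD-CHO caspase inhibitor wells for full effect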
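System: Apoptosome proteins | Medium: Hepes pH 7.5 with detergent and BSA | Also added: Cytochrome c trigger plus (Z-DEVD)2-Rh110 caspase-3 substrate | Incubation: 30 min compound preincubation, 50 min activation, room temperature | Detection: Rhodamine 110 fluorescence at Ex 480/Em 540 nm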
An asterisk follows results filed as active; . = not tested or not shown. Unless noted, no stated cut-off is given here; in the data, active means inhibition above about 50%; inactive means the rest. These rows are one share of the data; rates above refer to the full screens.

Molecule	697 NFkB inh	Jurkat NFkB inh	CCR6 antagonist	EBI2 antag	SENP8 block	Gli-Sufu antag	UBC13 inh	Apaf-1 inh
Cc1nn(C2CCS(=O)(=O)C2)c(Cl)c1/C=C/C(=O)OCC(=O)Nc1ccccc1[N+](=O)[O-] (stereo unspecified)	2	3	1	2	-9	-7	-10	10
COc1cccc(C(=O)Nc2nc(SCc3ccc(Cl)cc3)n[nH]2)c1	0	-22	-4	-5	-7	-11	6	8
COc1cccc(C(=O)Nc2cccc(-c3nnc(-c4ccco4)o3)c2)c1	-30	-5	-5	-3	-8	-24	3	7
OC(c1ccccc1)c1cccnc1 (stereo unspecified)	-6	-5	8	-2	-2	5	3	-54
CCOC(=O)c1c(S(=O)(=O)N2CCC(C)CC2)c(C)n(C)c1C	14	13	9	0	4	-8	1	4
CCCCn1nc2cc(C(=O)NCc3ccc4c(c3)OCO4)ccc2c1OCC	7	3	9	13	-5	-21	17	4
CC(C)(Oc1ccc(Cl)cc1)C(=O)NC1CCN(Cc2ccccc2)CC1	0	-3	2	0	-6	-4	7	23
O=C1c2ccccc2C(=O)N1CC1c2ccccc2CCN1C(=O)N1CCOCC1 (stereo unspecified)	21	14	4	-4	-1	4	13	-4
O=C1CCCC2=C1C(c1ccccc1)CC(=O)N2c1ccc(F)cc1F (stereo unspecified)	18	-17	-5	-9	1	-1	-12	7
CCN1CCN(C(c2cccc(OC)c2)c2sc3nc(C)nn3c2O)CC1 (stereo unspecified)	1	15	5	1	-3	1	1	2

Following part
Molecule	697 NFkB inh	Jurkat NFkB inh	CCR6 antagonist	EBI2 antag	SENP8 block	Gli-Sufu antag	UBC13 inh	Apaf-1 inh
COC(=O)Cc1nc(Nc2ccccc2)sc1C	-14	-10	7	6	-4	19	3	7
CCC(=O)N1CCc2cc(S(=O)(=O)N3CCc4ccccc43)ccc21	-15	10	24	-6	8	15	5	5
Cc1sc2ncnc(N3CCN(S(=O)(=O)c4ccc(C(C)(C)C)cc4)CC3)c2c1C	0	-4	4	-6	-8	55	-7	14
Cc1cccc(C(=O)Oc2ccc(/C=N/NC(=O)c3ccccc3O)cc2)c1	-63	-21	-6	-10	-26	-25	-6	17
CC(C)n1cnc2cc(NCc3nc4ccccc4n3C)ccc21	-93	-92	-15	-7	25	-63	0	6
COCCCNC(=S)N1CCN(c2nc(-c3ccccc3)cs2)CC1	3	2	2	5	-9	11	-4	11
Cc1nc(SCC#N)c2c3c(sc2n1)CCC3	-6	-6	-2	-15	-6	-8	0	6
Cc1ccc(S(=O)(=O)c2nc(N3CCOCC3)sc2Cl)cc1	12	11	14	-11	3	4	2	-6
CCOC(=O)N/N=C\c1ccc(OC/C=C/c2ccccc2)c(OC)c1	-9	1	8	1	-6	-9	-4	16
CCC(C)n1c(SCC(=O)Nc2cc(C)on2)nc2ccccc2c1=O (stereo unspecified)	-23	26	7	-3	-5	4	6	-11

(continued)
Molecule	697 NFkB inh	Jurkat NFkB inh	CCR6 antagonist	EBI2 antag	SENP8 block	Gli-Sufu antag	UBC13 inh	Apaf-1 inh
O=C(COc1ccc(Cl)cc1Br)NC(=O)NC1CCCC1	-83	-101	13	13	-14	-74	2	9
CCCSc1nc(C)c(C(C)=O)cc1C#N	8	12	9	0	1	-8	4	-4
COc1cc(-c2[nH]ncc2CN2CCCC2c2nonc2C)cc(OC)c1OC (stereo unspecified)	2	-22	10	1	-9	7	-23	-7
Cc1ccc(C(=O)NCCc2nc3ccccc3[nH]2)cc1[N+](=O)[O-]	12	-8	5	-5	-3	0	-10	6
Cc1ccc(C)n1NC(=O)c1ccccc1O	-28	-18	5	4	-9	-4	-4	-6
O=S(=O)(NC(=S)NC1CCCCC1)c1ccc(Cl)cc1	3	3	12	9	0	-16	-3	-11
CC(NC(=O)CN(C)CC(=O)Nc1cccc(F)c1)c1ccccc1 (stereo unspecified)	-12	-10	3	-11	-8	3	0	12
Cc1cccc(OCC(O)Cn2ccnc2C)c1 (stereo unspecified)	14	-8	1	-5	-2	7	14	-11
CCN(CC)S(=O)(=O)c1ccc(Cl)c(C(=O)NCC2CCCO2)c1 (stereo unspecified)	-4	-13	6	1	-7	5	-5	-5
COc1ccc(-n2c3c(cc(C#N)c2=O)C(=O)CCC3)cc1	10	7	3	-2	5	-3	3	-2

Next section:
Molecule	697 NFkB inh	Jurkat NFkB inh	CCR6 antagonist	EBI2 antag	SENP8 block	Gli-Sufu antag	UBC13 inh	Apaf-1 inh
CCN1CCN(c2ccc(NC(=O)c3cccc4ncccc34)cc2)CC1	21	-3	-13	5	-4	7	4	-9
N#CC1=C(SCc2ccccc2Cl)NC(=O)C(C(N)=O)C1 (stereo unspecified)	6	8	7	-6	-1	3	-9	-28
Cc1cccc(OCCNC(=O)CSc2ccc(C(F)(F)F)cc2[N+](=O)[O-])c1	-17	-3	-7	0	-4	-1	4	15
O=C(c1ccc(F)cc1)N1CCN(C2CCCCC2)CC1	-7	1	7	5	4	58*	1	-2
C/C(=N\NC1=NCCN1)c1ccccc1	4	-16	-2	8	-9	0	-6	15
Cc1ccc2c(COC(=O)C3CSC4(C)CCC(=O)N34)cc(=O)oc2c1C (stereo unspecified)	6	-3	6	-6	-5	14	0	10
CC/C(O)=C1\C(=O)CC(C)(C)CC1=NCCc1nc2ccccc2[nH]1	-1	-13	-13	-1	-7	25	-5	-4
CC(=O)N1CCN(S(=O)(=O)c2cccc(C(=O)OCC(=O)N3CC(=O)Nc4ccccc43)c2)CC1	5	-3	2	0	-10	5	-3	10
COc1ccc(C(=O)NC(=S)Nc2ccc(Cc3ccncc3)cc2)cc1	5	11	31	17	2	-2	6	19
COc1ccc(NC(=O)Nc2ccc(F)cc2F)c(C)c1	6	-7	0	-1	1	-16	5	-1

The last four records of the part before come first, to join the parts:
Molecule	697 NFkB inh	Jurkat NFkB inh	CCR6 antagonist	EBI2 antag	SENP8 block	Gli-Sufu antag	UBC13 inh	Apaf-1 inh
CC/C(O)=C1\C(=O)CC(C)(C)CC1=NCCc1nc2ccccc2[nH]1	-1	-13	-13	-1	-7	25	-5	-4
CC(=O)N1CCN(S(=O)(=O)c2cccc(C(=O)OCC(=O)N3CC(=O)Nc4ccccc43)c2)CC1	5	-3	2	0	-10	5	-3	10
COc1ccc(C(=O)NC(=S)Nc2ccc(Cc3ccncc3)cc2)cc1	5	11	31	17	2	-2	6	19
COc1ccc(NC(=O)Nc2ccc(F)cc2F)c(C)c1	6	-7	0	-1	1	-16	5	-1
CN(CC(=O)Nc1ccc(F)cc1)C(=O)c1ccccc1Sc1ccccc1C#N	4	11	4	2	13	-3	8	8
COc1ccccc1CNC(=O)C(C)NS(=O)(=O)c1ccc(Br)cc1 (stereo unspecified)	3	7	-6	2	2	12	-7	-1
Cc1sc2ncn(Cc3ccccc3F)c(=O)c2c1C	16	2	12	-14	1	-1	17	-8
CCC(C(=O)NC(C)(C)C)N(C(=O)Cn1nnc(-c2ccccc2F)n1)c1cccc2c1CCCC2 (stereo unspecified)	-7	9	2	12	-10	12	-14	29
N=c1c(C(=O)NCC2CCCO2)cc2c(=O)n3ccccc3nc2n1Cc1ccc(F)cc1 (stereo unspecified)	-12	18	15	4	1	19	7	8
COc1cccc(CC(=O)OCC(=O)c2cc(OC)c(OC)c(OC)c2)c1	-5	6	8	-4	2	-9	12	1
CCOC(=O)CSc1nnc(CNC(=O)c2cccs2)n1-c1ccccc1	10	15	-2	-4	7	-14	5	-6
CC1=Nc2ccccc2N=C(NC(=O)/C=C/C(=O)O)C1c1ccccc1 (stereo unspecified)	7	1	1	-3	6	-43	-3	-9
COc1nc(NC23CC4CC(CC(C4)C2)C3)nc(OC)n1	-1	-4	12	-31	-1	1	6	12
COc1ccccc1NC(=O)CCC(=O)N1CC(C)Oc2ccc(C)cc21 (stereo unspecified)	10	3	3	0	-2	-5	5	4

New compounds follow
Molecule	697 NFkB inh	Jurkat NFkB inh	CCR6 antagonist	EBI2 antag	SENP8 block	Gli-Sufu antag	UBC13 inh	Apaf-1 inh
Cc1cc(C)c(NC(=O)COc2cccnc2[N+](=O)[O-])c(C)c1	-6	4	8	-1	3	4	-1	-6
CCOC(=O)CSc1nc(-c2ccc3c(c2)OCO3)ccc1C#N	-88	-136	7	-7	1	-25	17	16
O=c1c2ccccc2nc2n1C(CSc1ccccc1)CS2 (stereo unspecified)	4	14	0	2	-1	-3	5	-6
CCCOc1ccc(/C(O)=C2/C(=O)C(=O)N(CCN(C)C)C2c2ccc(OC)c(OC)c2)cc1 (stereo unspecified)	12	8	-1	5	0	-11	-2	0
Cc1ccc(-c2nnc3ccc(SCC(=O)NCc4ccco4)nn23)cc1	-14	2	10	-14	-6	15	-4	7
CCOC(=O)Cc1nc(-c2ccccc2)n[nH]1	1	11	7	-3	-2	-26	7	-5
Cn1c(=O)n(C)c2cc(S(=O)(=O)Nc3cc(Cl)ccc3O)ccc21	3	-6	-6	-15	6	8	-2	9
O=C1C2C3C=CC(C3)C2C(=O)N1CCN1CCN(S(=O)(=O)/C=C/c2ccccc2)CC1 (stereo unspecified)	-2	-13	2	8	-11	10	-3	-4
CC1(C)Oc2nc3ccccc3n2/C1=C\C#N	4	24	-16	3	-10	-37	-6	-1
COCCN(C(=O)COc1ccccc1C#N)c1c(N)n(Cc2ccccc2)c(=O)[nH]c1=O	10	1	8	5	-6	-2	1	-7

Additional results follow.
Molecule	697 NFkB inh	Jurkat NFkB inh	CCR6 antagonist	EBI2 antag	SENP8 block	Gli-Sufu antag	UBC13 inh	Apaf-1 inh
CCNC(=S)N1CCC(NC(=O)c2ccco2)CC1	7	7	1	-7	0	0	5	-4
CCN1CCN(c2ccc(S(=O)(=O)N3CCCCC3)cc2NC(=O)/C=C/c2ccc(OC)c(OC)c2)CC1	-5	-8	28	-3	6	16	-4	21
Cc1ccc(C(=O)Nc2ccc3[nH]c(=O)[nH]c3c2)c(C)c1	-18	-5	4	-11	3	-20	-1	-7
COc1ccc([C@H]2C=C3CN(C(=O)OC(C)(C)C)S(=O)(=O)[C@H]3C[C@H]2OC(=O)c2cccs2)cc1	7	15	1	.	1	17	-11	-4
COc1cc(OC)c(C(=O)NC23CC4CC(CC(C4)C2)C3)cc1OC	-42	-28	1	5	-8	10	-4	16
c1cncc(-c2nc(NCc3ccco3)c3ccccc3n2)c1	-2	-10	4	6	-5	12	2	7
O=C(Nc1ccccc1-c1ccccc1)C1CCCC1	15	4	1	2	-5	-2	4	2
O=C(CCn1c(=O)c2cccn2c2cccnc21)NCc1cccc(Cl)c1	-14	-6	7	-4	0	-8	-3	2
CCN(CC)S(=O)(=O)c1ccc(Cl)c(C(=O)Nc2cc(C)nn2-c2ccccc2)c1	12	7	5	-6	9	-8	7	2
CC1(C)CC(=O)C=C(Nc2ccc(S(N)(=O)=O)cc2)C1	14	12	-11	-12	1	4	-9	-2

Continued.
Molecule	697 NFkB inh	Jurkat NFkB inh	CCR6 antagonist	EBI2 antag	SENP8 block	Gli-Sufu antag	UBC13 inh	Apaf-1 inh
Nc1c(N(Cc2ccco2)C(=O)c2ccccc2F)c(=O)[nH]c(=O)n1Cc1ccccc1	13	-4	4	-1	2	2	0	-1
COc1cccc(NC(=O)Nc2cc(NC(=O)Nc3cccc(OC)c3)c(C)nc2C)c1	20	16	2	-3	-4	-1	-3	25
NS(=O)(=O)c1cccc(NC(=O)c2cccc(Oc3ccccc3)c2)c1	-1	-2	-5	-2	-10	-4	2	24
COC(=O)/C(=C/c1ccco1)NC(=O)c1ccc(Br)o1	7	5	11	-17	1	5	0	-5
CCOc1ccc(Nc2cc(C)nc(-n3nc(C)cc3C)n2)cc1	11	54*	10	2	-6	39	-4	20
COc1cc(NC(=O)C2=CC(c3ccc(C)cc3)=NS(=O)(=O)N2C)cc(OC)c1OC	-2	1	15	13	-3	0	9	11
COC(=O)c1c(-c2ccc(SC)cc2)sc2ccc(OC)cc12	-166	-153	13	14	-13	-100	50*	11
CC(C)CNC(=O)CSc1nc2nn(-c3ccccc3)c(=O)c-2c2n1CCCCC2	17	-5	3	3	-7	11	6	-17
Cc1ccccc1Nc1nnc(SCC(=O)c2cc3ccccc3o2)s1	2	7	4	-4	-10	7	-27	14
O=C(CCCN1C(=O)c2cccnc2C1=O)N1CC(=O)N(CCc2ccccc2)C(=O)C1	-32	-9	-4	0	-10	1	-26	1
CCOC(=O)c1ccc(NC(=S)NCCCN2CCCC2=O)cc1	-9	13	5	1	-2	4	7	-23
